# Compound activity: PubChem BioAssay, several laboratories
# S1P3 antagonist: S1P3 (human) receptor antagonism; Q99500; AID 485; actives 0.27% (n = 170,000); CHO S1P3 NFAT-BLA reporter, FRET fluorescence, antagonist mode; inhibition, % at 4.98 µM;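 active means inhibition above the plate cutoff, the mean inhibition of test wells on that plate plus 3 SD, cut at about 28% in these data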;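 further: cells challenged with S1P at its EC80 of 0.8 µM; blue over green emission ratio from cleaved BLA substrate after 4 h stimulation; 0% = S1P-stimulated wells and 100% = unstimulated DMSO-only wells; some compounds past the cut are filed as inactive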
# Target sequence (Q99500 whole entry, looked up): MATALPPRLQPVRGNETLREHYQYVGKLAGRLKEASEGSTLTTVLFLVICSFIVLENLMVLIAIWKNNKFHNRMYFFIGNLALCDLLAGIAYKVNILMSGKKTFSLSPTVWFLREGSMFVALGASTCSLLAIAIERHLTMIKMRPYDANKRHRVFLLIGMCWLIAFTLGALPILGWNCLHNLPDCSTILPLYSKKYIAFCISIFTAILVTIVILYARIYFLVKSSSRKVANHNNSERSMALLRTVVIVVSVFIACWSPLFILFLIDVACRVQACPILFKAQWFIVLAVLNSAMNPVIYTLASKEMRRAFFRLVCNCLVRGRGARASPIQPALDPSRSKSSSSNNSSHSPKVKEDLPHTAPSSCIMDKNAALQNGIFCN
# TNAP inh hiacc: blocks human TNAP under high phosphate acceptor concentration; purified TNAP, CDP-star luminescence, 1 M DEA; inhibition, % at 20 µM; P05186; AID 1135; actives 0.03% (n = 200,000);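 active means over 50% inhibition of tissue-nonspecific alkaline phosphatase at 20 µM in the single-dose screen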;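 further: plate controls were DMSO wells for no effect and EDTA-quenched wells as full inhibition for full effect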
# Target sequence (P05186 whole entry, looked up): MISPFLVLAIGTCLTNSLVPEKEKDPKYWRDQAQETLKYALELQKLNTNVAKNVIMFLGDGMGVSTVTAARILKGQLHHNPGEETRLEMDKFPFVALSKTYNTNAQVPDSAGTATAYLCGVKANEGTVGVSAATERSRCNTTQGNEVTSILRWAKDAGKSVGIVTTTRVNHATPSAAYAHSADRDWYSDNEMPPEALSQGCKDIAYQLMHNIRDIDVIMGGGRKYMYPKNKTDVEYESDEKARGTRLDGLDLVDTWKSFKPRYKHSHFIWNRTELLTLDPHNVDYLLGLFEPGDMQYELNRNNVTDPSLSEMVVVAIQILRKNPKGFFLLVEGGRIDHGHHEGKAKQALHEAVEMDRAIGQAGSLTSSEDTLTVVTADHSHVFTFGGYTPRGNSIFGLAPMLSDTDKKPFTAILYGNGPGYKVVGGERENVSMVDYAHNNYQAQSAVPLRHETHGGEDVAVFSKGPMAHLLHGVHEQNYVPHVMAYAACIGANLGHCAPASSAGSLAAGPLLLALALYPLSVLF
# RAM network inh: yeast RAM network inhibition. S. cerevisiae dse1pr::URA3 reporter, 5-FOA growth OD615, 2 d; analog-sensitive cbk1-as2 kinase mutant strain. inhibition, % at 50 µM. actives 1.8% (n = 190,000). AID 868;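 active means inhibition above a set limit, 3 SD over mean compound inhibition, cut at about 8.4% in these data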;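 further: 0% = DMSO-only wells with no growth and 100% = 10 µM 1-NA-PP1 full growth; inhibition rescues growth on 5-FOA so higher OD means more RAM inhibition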
# TNAP inh noacc: inhibitors of human TNAP without phosphate acceptor; P05186; purified TNAP, CDP-star luminescence, 30 min; inhibition, % at 20 µM; actives 0.26% (n = 200,000); AID 1012;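 active means tissue-nonspecific alkaline phosphatase inhibition above about 50% at 20 µM in the single-dose screen, limit read from the data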;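 further: 0% = DMSO negative control and 100% = EDTA positive control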
# Redox H2O2 prof: compounds producing H2O2 with reducing agent – biochemical, NIH compound library profiling, artefact control for MLSCN library redox annotation, primary screen. DTT-dependent redox cycling H2O2, phenol red/HRP absorbance; 100% = 100 µM peroxide control, 0% = buffer. activation, % at 10 µM. actives 0.03% (n = 200,000);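 active means activation of at least 50% relative to the plate's high and low controls in the primary single-dose screen; inactive means activation below 50%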;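 further: compound incubated with DTT at 0.8 mM final as the reducing agent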
# HMGR II inh: E. faecalis class II HMG-CoA reductase inhibition. purified E. faecalis HMGR, NADPH absorbance 340 nm kinetic. inhibition, % at 10 µM. actives 0.41% (n = 190,000). AID 1066;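 active means inhibition above a set limit, the median over all tested compounds plus 3 SD, cut at about 9.5% in these data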;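 further: enzyme runs in reverse so mevalonate oxidation gives rising NADPH absorbance; 0% = complete reaction with DMSO and 100% = background rate lacking mevalonate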
# PMI activator: phosphomannose isomerase (human) activation. purified human PMI, coupled resazurin fluorescence, 20 min; active compounds read high; 1 = vehicle control, 0 substrate-free wells. activation factor at 20 µM. actives 0.005% (n = 190,000);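 active means activation factor of 2 or more at 20 µM, relative to plate controls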
# Hsp70 act: switches on Hsp70 transcription; AID 1203; HeLa Hsp70 promoter luciferase reporter, luminescence; scaled: vehicle 0, proteasome-inhibitor control 100%; activation, % at 10 µM; actives 0.04% (n = 200,000);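 active means activation above the mean across all tested compounds plus 3 SD, cutoff set per campaign, cut at about 5.5% in these data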;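 further: 100% = MG132 at 30 µM as the positive control and 0% = DMSO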
# PMI act hi M6P: increases human PMI activity with near-saturating mannose 6-phosphate | P34949 | coupled PMI enzyme assay, resazurin fluorescence, 20 min; active compounds read high; 1 = untreated enzyme, 0 = substrate-free blank | activation factor at 20 µM | actives 0.34% (n = 190,000) | AID 1216;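 active means activation factor of 2 or more at 20 µM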
#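 Test system: human PMI in coupled enzyme assay; Input: PMI at 15 ng/mL final; Medium: HEPES buffer, pH 7.4; Schedule: 20 min incubation at room temperature; Technique: resorufin fluorescence at Ex 544/Em 590 nm; Compound: 20 µM single dose; Probe or stimulus: Near-saturating mannose-6-phosphate, 1.0 mM.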
# L major viab: reduces viability of Leishmania major promastigotes. resazurin fluorescence viability. inhibition, % at 10 µM. actives 9% (n = 200,000). AID 1063; in the data active means inhibition above about 50%;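 further: promastigotes grown with compound for 44 hours at 28 °C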
# An asterisk follows results filed as active; . = not tested or not shown.
# Sequence of screens – TNAP inh hiacc	PMI activator	TNAP inh noacc	Hsp70 act	Redox H2O2 prof	HMGR II inh	L major viab	PMI act hi M6P	S1P3 antagonist	RAM network inh
> Cc1cccc(C)c1OCC(O)CN1CCCCC1 (stereo unspecified)
 : 0	1.1	-4	-0.3	-1.7	6	0	1	-2	0.2
> CCCCNC(=S)N(C)/N=C/c1ccc(OCC(=O)Nc2c(C)cc(C)cc2C)c(OC)c1
 : -4	1	5	-0.2	1.5	-3	34	1	-10	0.9
> CCC(CC)c1nnc(NC(=O)CS(=O)(=O)Cc2ccccc2)s1
 : .	.	.	-0.4	0.0	-3	4	.	.	2.4
> O=C(Nc1ccccc1C(=O)NCC1CCCO1)c1ccccc1 (stereo unspecified)
 : -3	1.1	-1	-0.1	-6.5	-5	-3	1	.	0.7
> COC(=O)Nc1nnc(Cc2ccc(OC)cc2)s1
 : -6	1	-12	0.5	-3.0	-6	-1	1	5	3.6
> O=C(COc1ncnc2scc(-c3ccccc3)c12)NCCN1C(=O)CSC1=O
 : -3	1	-27	-0.3	-1.8	7	-7	0.9	-24	2.2
> N/C(=N\N=C\c1ccco1)SC1CC(=O)N(c2ccc(C(=O)O)cc2)C1=O (stereo unspecified)
 : -8	1	-10	0.0	-1.5	-3	-4	1	-9	3.0
> C/C=C/c1ccc(OCC(=O)Nc2cc(OC)c(OC)c(OC)c2)c(OC)c1
 : 0	1	-9	0.0	0.4	-7	8	1	-18	2.1
> O=C(N/N=C/c1ccc(N2CCOCC2)o1)c1cccc(F)c1
 : 1	1	-28	-0.2	2.9	-4	-1	0.9	.	0.4
> Cc1ccc(NC(=O)CSc2nc3c(c(=O)[nH]2)CN(Cc2ccc(F)cc2)CC3)cc1C
 : 4	0.9	-8	-0.4	0.3	-8	-5	0.7	-2	-0.1
> COc1ccc(C(=O)OCc2c(C)noc2C)cc1
 : -6	1.1	-6	0.0	0.2	-5	-9	1.1	-5	-1.4
> O=C(Cn1c(NCCO)nc2ccccc21)c1ccc(Cl)cc1
 : 1	1.2	-7	0.2	4.2	-2	9	1.1	-9	1.4
> CS(=O)(=O)N1CCCC(C(=O)NCc2ccccc2Cl)C1 (stereo unspecified)
 : 0	0.8	-6	0.1	2.8	-1	-2	0.9	0	2.2
> O=C1CN(C(=O)COC(=O)c2oc3ccccc3c2COc2ccccc2)c2ccccc2N1
 : 2	0.9	-2	-0.3	0.1	-3	-5	0.9	.	3.8
> CS(=O)(=O)N1CCC(C(=O)NCc2ccncc2)CC1
 : -2	1.1	-8	-0.4	-1.2	-1	-1	1	14	1.3
> Cc1ccc(C(=O)CSc2nnc(CNc3ccc(C)cc3C)o2)cc1
 : 0	0.9	-7	-0.1	0.8	-9	-3	1	-34	4.4
> COC(=O)C1C(c2ccccc2)C(C(=O)OCc2ccco2)C1c1ccccc1 (stereo unspecified)
 : -3	1	-7	0.2	0.5	0	7	1	.	8.5*
> CCCCNC(=O)CNC(=S)N(Cc1ccccc1)Cc1cccnc1
 : -2	0.9	2	-0.4	-0.6	1	16	0.8	-14	1.8
> COc1ccc2c(c1)c1nc3ccccc3nc1n2Cc1ccc(OC)c(OC)c1
 : 5	0.8	-7	-0.4	0.5	-3	1	0.9	3	0.2
> O=C(CNC(=O)c1cccs1)OCC(=O)c1ccccc1
 : -4	1.2	-10	-0.1	0.2	-1	-6	1.3	.	0.9
> COC(=O)c1ccc(C2C(Oc3ccccc3)C(=O)N2CCc2ccc(F)cc2)cc1 (stereo unspecified)
 : 1	1	-5	0.0	-4.1	-4	-6	1.1	.	3.9
> Cc1ccccc1OCC(=O)Nc1sc(C(=O)Nc2cccc(C)c2C)c(C)c1C#N
 : -4	1.1	-10	-0.3	-9.2	2	-11	1.2	.	3.0
> CCOC(=O)CCCCC(=O)c1[nH]c(=O)[nH]c1CSc1nc(C)cc(=O)[nH]1
 : -4	0.9	-3	-0.3	0.5	0	-1	1	-6	1.0
> CCOc1ccc2c(C)cc(=O)oc2c1OCC
 : -4	1	-1	-0.2	0.9	3	-1	1.1	.	1.7
> COc1ccc(C(=S)NC2CCCCC2)cc1
 : -4	0.7	-14	-0.3	0.3	-1	-4	1	.	-0.8
> CCOc1ccc(Cn2nnc(C(=O)NCc3ccc(OC)cc3)c2N)cc1
 : -1	0.9	2	-0.3	-0.8	3	-11	0.9	-14	0.6
> COc1ccccc1-n1cnnc1SCC(=O)Nc1cccnc1Cl
 : -1	1	-8	-0.3	0.3	0	10	0.9	-10	2.2
> CCC1(C(=O)OC)NC(c2ccccc2OC)C2C(=O)N(C)C(=O)C21 (stereo unspecified)
 : 0	1	-5	-0.1	3.6	-3	-5	1	-2	0.8
> O=C1C=CC(=O)N1CCCCCCN1C(=O)C=CC1=O
 : 1	0.7	-5	0.0	0.2	-5	-4	0.9	5	-1.2
> COCCNC(=O)Cn1c(=O)n(CCCCCC(=O)Nc2ccccc2)c(=O)c2sccc21
 : -1	0.9	-12	-0.2	0.3	-6	-3	0.9	-3	-0.2
> CC(C)(CCl)C(=O)Nc1ccc(OC(F)(F)F)cc1
 : -5	1	-14	0.2	-0.3	-2	17	1	-10	-1.8
> O=C(NCc1cccs1)C1CCCN1C(=O)Nc1ccccc1 (stereo unspecified)
 : -7	0.8	-8	-0.2	2.2	-1	0	0.9	-38	-1.7
> CC(C)CCC(CC(C)O)c1n[nH]c(=S)n1-c1ccccc1 (stereo unspecified)
 : 4	0.8	8	-0.1	-0.6	-5	3	1	-21	1.1
> CSc1nsc(SCC(=O)Nc2nncs2)n1
 : 0	1	-9	-0.2	-0.7	-1	1	1	-16	3.1
> O=C(Nc1ccn(Cc2ccccc2F)n1)c1ccc(COc2ccc(Cl)cc2Cl)o1
 : -2	0.8	-9	-0.3	-3.3	-2	17	0.8	.	9.2*
> O=C(/C=C/c1ccccc1)NC(=S)NNC(=O)c1ccco1
 : 0	1.1	-17	-0.2	1.3	-4	41	1.1	.	2.9
> CC(C)C(=O)c1cn(CC(=O)N2CCCc3ccccc32)c2ccccc12
 : -4	1	1	-0.2	0.5	-5	15	1	.	0.6
> O=C(NNc1ccccn1)C(c1ccccc1)c1ccccc1
 : -1	0.5	-120	-0.2	-0.4	-2	-1	1	-6	0.9
> CCCSc1nnc(CNC(=O)C23CC4CC(CC(C4)C2)C3)n1Cc1ccccc1
 : -1	1	-8	-0.4	0.2	-4	13	1	5	-0.5
> O=C(COC(=O)CCSc1ccccc1)Nc1cc(F)ccc1F
 : -2	0.9	-6	0.0	-1.8	-6	-2	1	-8	-1.2
> COc1ccc2oc3ccc(OC)cc3c(=O)c2c1
 : -4	1	-12	0.1	1.7	-6	1	1	.	3.1
> CN(C)CCNC(=O)c1cc2c(s1)-c1ccccc1OC2
 : -3	1	-10	-0.1	-0.9	1	91*	1.1	.	0.6
> Cc1cc(NC(=O)CC(F)(F)F)n(-c2ccccc2)n1
 : -3	1.1	-10	-0.3	-0.1	-1	-6	1.1	-3	1.7
> CCC(C)(C)n1nnnc1C(c1cc2ccc(OC)cc2[nH]c1=O)N1CCCCC1 (stereo unspecified)
 : -4	0.9	-10	-0.4	0.5	-4	21	1	.	3.4
> Cc1c(C(=O)C(=O)NCCc2ccc(S(N)(=O)=O)cc2)c2ccccc2n1C
 : 1	0.9	-3	-0.1	-0.1	-1	-7	1	-1	0.1
> Cc1cccc(/C=C(\c2nc3ccccc3[nH]2)S(=O)(=O)c2ccccc2)c1
 : 1	0.9	-12	-0.1	0.3	2	100*	0.9	11	6.5
> CCOC(=O)c1sc2nc(-c3ccccc3)ccc2c1N
 : -2	1	-18	0.1	-0.1	0	-9	1.1	7	2.6
> Cc1ccnc(NC(=O)Cn2cc([N+](=O)[O-])cn2)c1
 : -3	1	-4	-0.3	-1.1	-3	5	0.9	4	1.1
> CCC(C)(C)n1nnnc1C(c1cccnc1)N1CCCc2ccccc21 (stereo unspecified)
 : -5	0.9	-14	-0.2	1.7	-1	45	0.8	-19	0.1
> Cc1cc(Nc2cc(C(=O)O)ccc2C)n2ncnc2n1
 : -5	1.1	-14	-0.2	-0.7	-4	-6	1	-19	0.1

# More compounds follow.
# Sequence of screens – TNAP inh hiacc	PMI activator	TNAP inh noacc	Hsp70 act	Redox H2O2 prof	HMGR II inh	L major viab	PMI act hi M6P	S1P3 antagonist	RAM network inh
> C(=N\n1cnnc1)/c1cccn1-c1ccccc1
 : -1	0.9	-8	0.9	1.3	-2	-2	0.9	.	0.9
> Cc1ccc(-c2sc(-c3ccccc3)nc2CC(=O)Nc2ccccc2F)cc1
 : -2	0.8	0	-0.1	-0.3	-2	24	0.9	-6	5.4
> CC[N+](CC)(CC)C/C=C/CN1CCCCC1
 : 1	1	-21	-0.4	0.1	-2	58*	1	-3	-0.9
> Fc1ccc(-c2nnc3ccc(N4CCCC4)nn23)cc1
 : -4	0.9	-10	-0.4	-1.0	2	6	0.9	12	1.1
> COCC(C)N1CC(O)=C(c2nc(-c3ccc(Cl)cc3)cs2)C1=N (stereo unspecified)
 : -7	1	-22	-0.2	0.6	-1	46	1	-1	2.7
> CCCCNC(=O)c1cc2c(=O)n3cccc(C)c3nc2n(CCN2CCOCC2)c1=N
 : -2	0.8	-8	-0.4	-1.4	-3	12	0.9	8	0.5
> N#Cc1ccc(C(=O)Nc2cc(S(=O)(=O)N3CCCC3)ccc2OCC(F)(F)F)cc1
 : 3	1	-2	-0.1	0.3	0	59*	1	9	5.4
> O=C(COc1ccc2oc(-c3ccco3)cc(=O)c2c1)N1CCCCC1
 : -5	1	-10	-0.3	-0.8	2	3	1	-10	0.3
> CCCCC(=O)N/N=C/c1ccc(Sc2cccc3cccnc23)o1
 : 4	0.9	-1	-0.2	0.1	-4	14	1	.	-0.3
> CCCCOc1ccc(C(=O)N2CCCCCC2)cc1
 : -1	0.8	9	0.1	0.9	-1	1	0.8	32	-0.3
> Cc1ccc(-c2csc3nc[nH]c(=O)c23)cc1
 : 2	1	-4	-0.3	-0.3	3	-4	0.9	-8	2.9
> CC(=O)c1c(C)[nH]c(C(=O)NCCCN2CCCC2)c1C
 : -3	1	-8	-0.2	-0.9	2	-6	1.1	15	1.1
> O=C(O)Cn1cc(/C=C/[N+](=O)[O-])c2ccccc21
 : 5	1.1	23	-0.3	-0.4	-2	-3	0.8	-2	-0.1
> Cc1[nH]c2ccccc2c1/C=C(\C#N)C(=O)NCC1CCCO1 (stereo unspecified)
 : 0	0.9	-4	-0.1	-0.8	-1	0	0.9	12	0.1
> OCCCNC(=S)Nc1ccc(Oc2ccccc2)cc1
 : -5	1.1	-7	-0.7	-0.3	3	26	1	0	1.6
> CC1(C)CC(=O)C2=C(C1)NCN(Cc1ccccc1)C2
 : -6	1	-1	-0.2	-5.2	-2	-3	1.1	-2	1.5
> Cc1nc2ccccc2nc(=O)c1NNc1ccccc1
 : 3	0.9	-9	0.2	-0.2	-4	0	0.9	12	1.9
> COc1ccc(C(=O)N2CCc3cc(OC)c(OC)cc3C2c2cccc([N+](=O)[O-])c2)cc1OC (stereo unspecified)
 : 1	0.9	-6	-0.2	-7.8	0	15	0.9	.	2.0
